CHO-K1 Ca PAM: counter-screen for M1 PAMs: effect in parental CHO-K1 cells; ATP EC20, Fluo-8 calcium fluorescence; 0% at ATP EC20, 100% at ATP max; activation, % at 3 µM; hit rate 0.02% among 360,000; AID 602247;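 active means activation above the run cutoff, the mean activation of all test compounds plus 3 SD, cut at about 40% in these data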;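 further: peak over basal fluorescence ratio in a 140 s read after ATP addition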
M1 ag parental: counter-screen for M1 agonists: effect in parental CHO-K1 cells; Fluo-8 calcium fluorescence; scaled to maximal ATP response, vehicle zero; activation, % at 3 µM; hit rate 0.48% among 360,000; AID 602248; in the data active means activation above about 15%;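 further: untransfected CHO-K1 host cells lacking M1 receptor as counterscreen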
CHRM1 agonist: activates human CHRM1 receptor; hit rate 0.33% among 360,000; P11229; CHO-K1 hM1, Fluo-8 calcium fluorescence, agonist mode; 0% DMSO, 100% acetylcholine EC100; AID 588814; activation, % at 3 µM;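 active means activation above the run's mean compound activation plus 3 SD, cut at about 16% in these data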;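 further: peak over basal fluorescence ratio within a 140 s kinetic read after compound addition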
Target sequence (P11229 whole entry, looked up): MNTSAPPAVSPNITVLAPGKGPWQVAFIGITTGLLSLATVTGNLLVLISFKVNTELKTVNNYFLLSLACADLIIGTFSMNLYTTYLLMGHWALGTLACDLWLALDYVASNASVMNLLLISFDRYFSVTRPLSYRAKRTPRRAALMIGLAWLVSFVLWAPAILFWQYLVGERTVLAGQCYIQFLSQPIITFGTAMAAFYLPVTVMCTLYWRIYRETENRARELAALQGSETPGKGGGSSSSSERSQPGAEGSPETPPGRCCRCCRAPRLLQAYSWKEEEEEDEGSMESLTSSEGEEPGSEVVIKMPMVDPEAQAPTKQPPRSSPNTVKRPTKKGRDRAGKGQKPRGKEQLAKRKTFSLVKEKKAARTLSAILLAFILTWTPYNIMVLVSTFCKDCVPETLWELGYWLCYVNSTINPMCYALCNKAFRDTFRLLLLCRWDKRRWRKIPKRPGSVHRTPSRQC
TAAR1 ag: agonists of human TAAR1 | Q96RJ0 | CHO RD-HGA16 TAAR1, Fluo-8 calcium fluorescence; vehicle wells 0%, saturating PEA agonist 100% | activation, % at 3 µM | hit rate 0.99% among 360,000 | AID 624467;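 active means activation above the mean activation of all test compounds in the run plus 3 SD, cut at about 38% in these data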
Target sequence (Q96RJ0 whole entry, looked up): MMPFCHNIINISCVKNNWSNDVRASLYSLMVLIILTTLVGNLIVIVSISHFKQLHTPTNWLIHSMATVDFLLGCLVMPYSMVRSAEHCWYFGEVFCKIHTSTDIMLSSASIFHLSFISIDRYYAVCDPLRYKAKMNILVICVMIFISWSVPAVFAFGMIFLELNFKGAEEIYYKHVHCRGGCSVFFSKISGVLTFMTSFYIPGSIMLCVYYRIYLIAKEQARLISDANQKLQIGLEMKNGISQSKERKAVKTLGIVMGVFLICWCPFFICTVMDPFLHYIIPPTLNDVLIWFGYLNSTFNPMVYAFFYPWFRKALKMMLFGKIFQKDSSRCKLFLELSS
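Test system: RD-HGA16 (CHO) cells co-expressing Gα16 and hTAAR1 | Doses: Single dose, 3 µM | Schedule: 17-24 h seeding, 75 min 37 °C dye, 30 min RT | Evaluation: % activation from peak over basal fluorescence ratio, DMSO-to-PEA scaled | Technique: Kinetic Fluo-8 calcium fluorescence | Benchmarks: Low control DMSO, high control PEA (EC100)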
CHRM1 antagonist: antagonists of human M1 muscarinic receptor; CHO-K1 hM1, Fluo-8 calcium fluorescence, ACh EC80 antagonist; inhibition, % at 3 µM; hit rate 1.3% among 360,000;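 active means percent inhibition above its own plate's cutoff, namely the mean of that plate's compound wells plus 3 SD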;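 further: peak over basal fluorescence ratio during 140 s after agonist addition; 0% = ACh EC80 plus DMSO and 100% = DMSO alone without agonist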
TAAR1 antag: human TAAR1 antagonism; inhibition, % at 3 µM; Q96RJ0; hit rate 1.5% among 360,000; CHO RD-HGA16 TAAR1, Fluo-8 calcium fluorescence, antagonist;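 active means inhibition above a per-plate cutoff, the mean inhibition of test compounds on that plate plus 3 SD, cut at about 49% in these data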;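 further: 0% = DMSO plus EC80 beta-PEA response and 100% = DMSO alone without agonist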
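Material: RD-HGA16 CHO cells with stable hTAAR1 and Gα16; Dosing: single nominal final test compound concentration of 3 µM; Schedule: seeding 17-24 h prior, 75-min 37 °C, 30-min RT dye loading; Detection: kinetic Fluo-8 calcium fluorescence measurement; Measure: % inhibition from peak post-agonist over basal fluorescence ratio; Benchmarks: vehicle and agonist controls.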
CHO-K1 Ca antag: nonselective inhibitor or artifact in parental CHO-K1 cells. ATP-induced calcium, Fluo-8 fluorescence. inhibition, % at 3 µM. hit rate 0.6% among 360,000. AID 602250;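 active means inhibition above a per-plate cutoff, the plate's mean sample inhibition plus 3 SD, cut at about 24% in these data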;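 further: 0% = DMSO plus EC80 ATP and 100% = DMSO alone without ATP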
M1 PAM: human CHRM1 positive allosteric modulation | P11229 | CHO-K1 hM1, Fluo-8 calcium fluorescence, ACh EC20; 0% = ACh EC20, 100% = maximal ACh | activation, % at 3 µM | hit rate 0.088% among 360,000; in the data active means activation above about 19%, passing the limit was not always enough
CHO parental Ca: counter-screen: ATP calcium response change in parental CHO cells; parental CHO-K1, ATP-induced calcium, Fluo-8 fluorescence; inhibition, % at 5.6 µM; hit rate 0.63% among 330,000;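 active means inhibition above that plate's mean sample inhibition plus 3 SD, cut at about 26% in these data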;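 further: 0% = ATP-challenged DMSO wells and 100% = DMSO wells without ATP; some compounds past the cut are filed as inactive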
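Material – parental CHO cells · Reagent – ATP stimulus · Compound – single nominal dose of 5.6 µM per compound · Detection – Fluo-8 fluorescence · Read-out basis – percent inhibition of calcium signal · Controls – ATP-challenged DMSO wells low, unchallenged DMSO wells high · Repeats – no replicates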
Active calls of the source: *; . = no result given.

Values run as follows: CHO-K1 Ca PAM	M1 ag parental	CHRM1 agonist	TAAR1 ag	CHRM1 antagonist	TAAR1 antag	CHO-K1 Ca antag	M1 PAM	CHO parental Ca
O=C1CC=C2C3CC4N(CCC45c4cc(O)c(O)cc4N1C25)CC3=CCBr (stereo not given)
  9	0.1	-2	2	-13	-22	-4	4	.
Cc1nn(-c2ccccc2)c(Cl)c1C1C(C#N)=C(N)Oc2c1c(=O)oc1ccccc21 (stereo not given)
  -6	0.0	-3	14	4	7	25*	-6	-9
N#CC(C#N)=Cc1ccc(-c2ccccc2F)o1
  -2	0.0	-3	4	3	-14	-2	-1	3
CN(C(=O)Oc1ccc(C(C)(C)C)cc1)c1ccccc1
  17	0.0	-9	25	-8	4	-9	11	-8
Cn1c2ccccc2c2c(C(=O)N3CCC4(CC3)OCCO4)cn(C3CCCCC3)c(=O)c21
  2	4.4	1	22	21	40	3	-11	-20
CCN1C(=O)CC(c2cccnc2)=Nc2ccccc21
  7	0.7	-4	3	-2	-7	-12	3	-4
Cn1c(O)c(C=NCCN2CCNCC2)c(=O)n(C)c1=O
  14	0.2	-4	15	-8	-15	-7	4	-17
CCOC(=O)C1(CCOc2ccccc2)CCN(Cc2cccc(O)c2)CC1
  13	4.4	-8	12	17	-9	-14	-19	-13
CCCCCn1c(=O)c(C(=O)NCCc2ccccc2)c(O)c2ccccc21
  15	0.0	-1	0	-16	-11	-10	7	-11
Cc1csc(=N)n1Cc1ccccc1
  -2	-0.4	-5	1	-2	-7	12	6	-13
CC(C)C1CN1CC(O)Cn1ccnc1[N+](=O)[O-] (stereo not given)
  23	1.1	-7	.	-3	.	-4	8	.
COP(=O)(OC)C(Nc1ccccn1)c1ccccc1 (stereo not given)
  18	0.3	-1	3	-4	-2	-4	6	-3
CCn1ccnc1CN1CCCC(C(=O)c2ccc(SC)cc2)C1 (stereo not given)
  -9	2.0	-9	6	77*	-1	15	-26	-17
NS(=O)(=O)c1ccc(N2CCNCC2)cc1
  9	-0.3	-6	-1	-8	15	-3	0	-13
CCCC1(CCC)C(=O)NC(=NCc2ccccc2)NC1=O
  1	-0.1	-2	0	-2	-11	5	3	-11
Cn1c(=O)cc(OCCCC(=O)N2CCC3(CC2)OCCO3)c2ccccc21
  21	0.8	-4	6	-7	5	-8	6	-12
CCCCC(CC)COCCCN=Cc1c(O)[nH]c(=S)[nH]c1=O (stereo not given)
  14	0.7	-6	2	-13	-12	-10	8	-6
O=c1c2ccccc2nc(-c2ccc([N+](=O)[O-])cc2)n1-c1ccccc1
  16	0.2	-5	0	7	12	-7	-1	-16
O[C@@H]1CCCC[C@H]1N1CCC(c2ccccc2)CC1
  11	0.0	-3	1	-19	6	-2	2	-2
CC(C)=CCc1c(O)cc2c(c1O)C(=O)CC(c1ccc(O)cc1)O2 (stereo not given)
  2	3.0	13	42*	-3	19	2	14	23
OC(c1ccccc1)(c1ccc(Cl)cc1)C1CN2CCC1CC2 (stereo not given)
  16	12	-5	3	100*	-5	5	-24	-20
CCN1CCN(c2cc(=O)n3ccccc3n2)CC1
  14	0.7	-8	1	-5	-22	-13	4	5
N#Cc1ccccc1Cn1cc(C(=O)c2ccccc2F)c2ccccc21
  6	1.2	-3	3	-3	6	-7	2	-10
CN(C)CC#CCC(O)(c1ccccc1)C1CCCC1 (stereo not given)
  -10	-0.1	-7	2	99*	-8	25*	-28	1
Cc1nc2ccccc2c(=O)n1-c1ccc(-c2ccccc2)cc1
  4	6.1	-5	12	14	50*	-2	-14	-13
CCn1c(P(C)(=O)O)nc2ccccc21
  19	0.9	-3	0	-5	-15	-3	5	-2
CC(C)C(=O)c1cn(Cc2ccccc2C#N)c2ccccc12
  3	-0.2	-4	6	0	-6	4	0	-36
Cc1c(N=Cc2c(O)n(C)c(=O)[nH]c2=O)c(=O)n(-c2ccccc2)n1C
  14	1.2	-3	2	-11	-13	-12	16	-23
CC(Cc1ccccc1)N1C(=O)c2ccccc2C1=O (stereo not given)
  15	2.0	-8	2	-12	2	-5	2	-8
CC(=O)Nc1ccccc1OC(=O)N(C)C
  -5	0.0	0	8	-4	5	-4	14	-1

Record cards, as listed above. Order of values: CHO-K1 Ca PAM | M1 ag parental | CHRM1 agonist | TAAR1 ag | CHRM1 antagonist | TAAR1 antag | CHO-K1 Ca antag | M1 PAM | CHO parental Ca
Results for O=C1CC=C2C3CC4N(CCC45c4cc(O)c(O)cc4N1C25)CC3=CCBr (stereo not given) : 9 | 0.1 | -2 | 2 | -13 | -22 | -4 | 4 | .
Results for CCOC(=O)C1(CCOc2ccccc2)CCN(Cc2cccc(O)c2)CC1 : 13 | 4.4 | -8 | 12 | 17 | -9 | -14 | -19 | -13

Further records follow.
Values run as follows: CHO-K1 Ca PAM	M1 ag parental	CHRM1 agonist	TAAR1 ag	CHRM1 antagonist	TAAR1 antag	CHO-K1 Ca antag	M1 PAM	CHO parental Ca
CC(=O)c1ccc(OC(=O)N(C)c2ccccc2)cc1
  -8	0.1	-3	2	12	-2	9	-7	1
c1ccc(C[n+]2ccccc2)cc1
  -21	-0.2	-2	14	19	5	13	-7	6
C[N+]1([O-])[C@@H]2CC(OC(=O)[C@H](CO)c3ccccc3)C[C@H]1[C@@H]1O[C@@H]12 (stereo not given in full)
  -6	-0.5	-9	2	100*	6	9	-26	5
CCOP(=O)(OCC)c1ccc(O)cc1
  11	0.0	-4	3	-7	-7	-2	6	-7
COc1ccn(C)c(=O)c1C#N
  5	0.1	-4	2	3	-17	-5	-3	-4
CCOC(=O)C1(c2ccccc2)CCN(CCc2ccc(NC(=O)CCC(=O)O)cc2)CC1
  8	5.3	1	1	-1	-18	3	5	.
CN1C2CCC1C(C(=O)O)C(O)C2 (stereo not given)
  4	0.3	0	2	-5	-1	-2	16	2
C=C(Cl)CSC(=S)N(CC)CC
  14	0.6	-6	-2	-3	-3	-16	7	-10
Cc1ccc2c(C)cccc2c1
  8	0.0	-4	5	-6	-17	-14	0	.
CCC(C)C1NC(=O)C2CCCN2C(=O)C(CC(C)C)OC(=O)CCNC(=O)C(C)N(C)C(=O)C(C(C)C)N(C)C1=O (stereo not given)
  6	0.3	-6	-1	-5	-4	-4	6	.
Nc1ccccc1C(=O)OCCOc1ccccc1
  19	0.1	-2	6	-38	-2	-7	7	-13
COC(=O)CN(CCCl)P1(=O)OCCCN1CCCl (stereo not given)
  7	0.8	.	2	.	-26	-5	.	.
CC(NCc1ccc(Cl)cc1Cl)C(O)c1ccccc1 (stereo not given)
  9	0.4	-2	6	-41	-14	-13	15	-18
COc1ccc(CC2C(=O)N(c3ccccc3)C(=O)N(c3ccccc3)C2=O)c(OC)c1
  18	1.1	-2	14	-9	-8	-8	11	-10
CNC(=O)NC(O)C(Cl)(Cl)Cl (stereo not given)
  -3	1.7	-2	0	-4	-2	3	5	-7
O=C(Cc1ccc(Br)cc1)N1CCN(Cc2ccccc2)CC1
  19	0.9	-5	2	7	-2	-3	-5	-20
COC(=O)C1=C(c2ccc(F)cc2OCc2ccccc2)C[C@@H]2CC[C@H]1N2C(=O)NCc1cccc(OC)c1
  2	0.6	-4	11	28	74*	-5	-18	-30
CN(C(=O)Oc1cccc2cccnc12)c1ccccc1
  12	9.4	-1	0	-2	-20	-5	10	-12
CCC(CC)N1CCN(C(=O)Cc2ccccc2)CC1
  15	0.2	-9	4	17	-11	-12	-11	-12
O=C(Nc1ccc(F)cc1F)c1cccn(Cc2ccccc2)c1=O
  9	2.0	-4	1	-3	12	-7	-7	-17
CCc1ccc(-n2c(O)c(/C=N/NC(=O)c3ccncc3)c(=O)[nH]c2=O)cc1
  11	0.4	-2	1	1	-16	-17	-4	3
NC1(C(=O)O)CCCc2ccc(N(CCCl)CCCl)cc21 (stereo not given)
  -5	1.7	-9	0	3	4	-6	-9	.
Cc1ccc(C(O)P(=O)(Oc2ccccc2)Oc2ccccc2)cc1 (stereo not given)
  17	0.3	-1	4	-8	-1	-11	4	-6
CC(C)NC(C)C(=O)c1ccc2ccccc2c1 (stereo not given)
  12	-0.8	-7	10	5	9	3	-6	-14
COCc1cc(C2SCC(=O)Nc3c2c(=O)[nH]n3C(C)C)ccc1OC (stereo not given)
  2	-0.1	-5	2	-19	-12	4	4	-11
N=c1c2c(n(Cc3ccc(Cl)cc3Cl)c3c1CCC3)CCCC2
  6	0.6	-4	.	7	.	-1	-10	-8
O=C(NCCCN1CC1)Nc1cccc2ccccc12
  -4	-0.6	1	2	-9	-5	-4	14	.
CC1CC(C)(O)CC(C(O)CC2CC(=O)NC(=O)C2)C1=O (stereo not given)
  7	0.9	0	3	-16	-10	-15	10	.
CC1([N+](=O)[O-])COP(=O)(NC2CCCC2)OC1 (stereo not given)
  13	0.9	-1	2	-20	-6	-14	12	.
N#Cc1ccc(/C=C/C(=O)O)cc1
  21	1.3	-1	4	-17	-11	-9	10	-3
NNC(=O)c1nc[nH]c1C(=O)Nc1ccc(Cl)cc1C(=O)c1ccccc1
  -1	-0.2	0	0	-17	-11	4	15	.
CCC(C)N1C(=O)/C(=C\c2cc3c4c(c2)CCCN4CCC3)C(=O)NC1=S (stereo not given)
  -1	1.4	-9	0	-5	-10	6	-1	-13
CCc1ccccc1NC(=O)N1C[C@H]2C[C@@H](C1)c1cccc(=O)n1C2
  6	-0.1	-2	1	-6	-12	13	4	-6
Cc1ccc2c(c1)N(C(C)C(=O)N1CCC3(CC1)OCCO3)C(=O)CO2 (stereo not given)
  -1	0.4	-4	18	-10	-18	-9	4	-2
OC1(c2ccccc2F)CC2CCC(C1)N2CCN1CCOCC1 (stereo not given)
  9	0.9	-6	0	-6	-13	-4	5	-5
CCCCn1c(O)c(C(CC)=NCc2ccco2)c(=O)[nH]c1=O
  11	1.4	2	10	-10	-13	-27	8	-12
COc1ccc(C(c2ccc(OC)cc2)C(Cl)(Cl)Cl)cc1
  -11	0.3	-5	2	1	40	-12	1	-32
C=C1C(=O)O[C@H]2[C@H]1[C@H](OC(=O)CC(=O)O[C@@H]1C[C@@H](C)[C@@H]3C=CC(=O)[C@@]3(C)[C@H]3OC(=O)C(=C)[C@H]13)C[C@@H](C)[C@H]1C=CC(=O)[C@]12C
  7	0.2	-5	16	-2	11	-10	0	6
CC1CN(c2ccc([N+](=O)[O-])cc2Cl)CCN1 (stereo not given)
  18	0.2	-7	12	-2	-12	-5	-3	-4
COc1nc2ccccc2nc1N1CC1
  2	0.3	-2	1	-5	-7	7	0	.
O=c1[nH]c(=S)[nH]c(O)c1/C=N/N1CCOCC1
  0	0.3	-1	3	-7	-24	-1	13	-4
CC12CCC(=O)C=C1CCC1C2C(O)CC2(C)C(O)CCC12 (stereo not given)
  -2	1.0	1	3	-9	2	-9	3	.

Screens as filed in PubChem.

An excerpt; the hit share may differ from the screen's.
